E-sel inducer = E-selectin induction on HUVECs | activation, % at 7.58 µM | HUVEC E-selectin immunofluorescence imaging; normalized: neutral wells 0, TNF-alpha wells 100 | AID 686992 | 0.37% of 260,000 active;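 active means mean E-selectin-positive cell signal at least 10% of the positive control, reached in at least 60% of replicates, without over 20% cell loss; inconclusive means no rule given, readout overlaps actives, possibly toxicity-flagged; inactive means the rest, including those meeting only one limit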;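 further: in these data hits start at about 27%; measured in HUVEC primary endothelial cells; signal is the percent of cells scored E-selectin positive by PE staining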
Target sequence (P16581 whole entry, looked up): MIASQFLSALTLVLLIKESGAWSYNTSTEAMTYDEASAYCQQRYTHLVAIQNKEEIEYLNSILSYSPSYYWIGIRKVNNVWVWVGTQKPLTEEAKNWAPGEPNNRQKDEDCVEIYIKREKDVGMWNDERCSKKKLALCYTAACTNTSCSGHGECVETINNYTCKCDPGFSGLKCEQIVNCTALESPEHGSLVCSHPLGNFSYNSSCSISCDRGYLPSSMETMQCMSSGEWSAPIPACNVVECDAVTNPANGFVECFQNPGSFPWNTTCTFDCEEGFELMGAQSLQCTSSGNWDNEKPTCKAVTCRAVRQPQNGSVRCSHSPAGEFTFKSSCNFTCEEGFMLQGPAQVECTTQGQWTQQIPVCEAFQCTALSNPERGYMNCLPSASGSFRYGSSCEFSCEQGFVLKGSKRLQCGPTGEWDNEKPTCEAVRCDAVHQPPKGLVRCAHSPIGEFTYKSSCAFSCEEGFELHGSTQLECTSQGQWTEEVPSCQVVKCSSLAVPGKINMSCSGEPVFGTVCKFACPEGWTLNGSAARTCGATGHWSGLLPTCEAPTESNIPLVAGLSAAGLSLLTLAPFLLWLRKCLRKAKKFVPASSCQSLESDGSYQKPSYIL
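Assay system: HUVEC primary endothelial cells. Input: 3,000 HUVEC seeded per well. Doses: one compound dose added by pin transfer. Read-out basis: % PE-positive cells. Benchmarks: TNF-alpha high, DMSO low. Detection: immunofluorescence imaging. Buffer or medium: EGM-2, gelatin.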
EWS-Fli block = EWS/Fli transcriptional activity inhibition; A673 NR0B1-luciferase reporter, viability-normalised; inhibition, % at 12.6 µM; 0.67% of 350,000 active;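 active means mean inhibition of at least 50% after viability correction, with every replicate also passing that limit; inconclusive means mean reaches 50% but only one of two replicates passes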;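 further: firefly luciferase signal divided by Alamar Blue viability fluorescence both relative to DMSO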
S100A4 MyoIIA = S100A4-myosin IIA interaction inhibition. 0.14% of 360,000 active. S100A4/TAMRA-MyoIIA peptide fluorescence polarization. P26447. inhibition, % at 10.7 µM. AID 652163;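 active means mean inhibition of at least 70% across replicates, with every replicate also reaching that level; inconclusive means mean inhibition reaches 70% but some replicates fall short; inactive means mean inhibition below 70%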
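System – human S100A4 monomer protein, biochemical binding assay · Buffer or medium – Calcium-containing HEPES buffer, pH 7.2 · Timing – 5 min between mix addition and reading · Also added – TAMRA-labelled myosin IIA heavy-chain peptide probe, 5 nM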
esBAF inh = blocks esBAF chromatin remodeling in mouse ES cells. 2% of 350,000 active. reporter increase, % at 12.5 µM. Bmi1-luciferase knock-in reporter, 24 h; 100% = twice the neutral-well signal; in the data active means activation above about 40%; inconclusive means no clear call, values can overlap the other calls;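 further: 0% = median of the plate's neutral control wells and 100% = double that signal; a rise in the Bmi1 reporter signal indicates esBAF inhibition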
RAD52 anneal inh = RAD52 (human) annealing inhibition | recombinant RAD52 DNA annealing, FRET fluorescence | inhibition, % at 18.7 µM | 0.46% of 360,000 active | AID 651710 | P43351;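 active means every replicate showing at least 50% inhibition; inconclusive means mean inhibition at least 50% but not in every replicate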
Target sequence (P43351 whole entry, looked up): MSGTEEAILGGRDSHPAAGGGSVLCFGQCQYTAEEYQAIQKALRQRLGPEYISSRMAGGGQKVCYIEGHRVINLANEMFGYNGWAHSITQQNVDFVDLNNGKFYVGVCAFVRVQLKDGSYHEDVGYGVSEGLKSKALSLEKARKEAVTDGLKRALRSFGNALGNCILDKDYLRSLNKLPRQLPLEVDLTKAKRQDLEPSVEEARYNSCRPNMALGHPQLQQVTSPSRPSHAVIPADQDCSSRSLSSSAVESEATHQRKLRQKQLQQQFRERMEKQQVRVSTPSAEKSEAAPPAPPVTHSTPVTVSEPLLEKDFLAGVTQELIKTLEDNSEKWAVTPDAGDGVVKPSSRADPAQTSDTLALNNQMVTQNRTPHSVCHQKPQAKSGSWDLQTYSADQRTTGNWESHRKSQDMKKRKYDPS
Xi reactivation = activators of X-chromosome reactivation in mouse fibroblasts; XiGFP mouse fibroblasts, % GFP-positive cells imaging, 3 d; cells co-treated with 5-aza-dC sensitizer; scaled so ellipticine positive control = 100%; activation, % at 7.58 µM; 0.055% of 360,000 active; AID 743238;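 active means mean normalized replicate activation at least 10% and every replicate at or above 10%; inconclusive means only one of the two criteria met; inactive means mean below 10% and not all replicates reach 10%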;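 further: 0% = median of on-plate neutral control wells and 100% = ellipticine 6 µM median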
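System: 68-5-11 XiGFP fibroblast line | Buffer or medium: DMEM containing 5-aza-dC | Compound: Single point | Times: Compounds 3 days, fix/stain 15 min at room temperature | Benchmarks: Positive control ellipticine, 6 µM final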
FN deposit inh = fibronectin deposition inhibition; AH1F fibroblasts, Alexa488-fibronectin deposition fluorescence, overnight; inhibition, % at 12.6 µM; 0.086% of 350,000 active;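 active means mean inhibition across replicates of 30% or more, regardless of how many single replicates reach that level; inconclusive means mean under 30% yet at least half of replicates reach 30%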;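 further: positive control wells lacked labelled fibronectin entirely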
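Material: AH1F fibroblast monolayer depositing Alexa488-labelled fibronectin into matrix / Amount: 10000 AH1F cells per well / Signal: fluorescence 485/525 nm / Medium: DMEM, 2% serum / Compound: single dose, pinned / Incubation: 1 h cell adhesion before compound, then overnight fibronectin incubation / Reagent: Alexa488-FN, 24 nM final / Read-out: inhibition of fibronectin deposition signal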
RAD54 inh = inhibitors of human RAD54 branch migration; Q92698; RAD54 Holliday junction branch migration, FAM/BHQ fluorescence; inhibition, % at 10.4 µM; 0.14% of 360,000 active;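 active means mean normalized replicate activity at least 40 and at least half of replicates scoring 40 or more; inconclusive means only one of the two criteria met; inactive means mean below 40 and under half of replicates reaching 40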;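 further: 0% = median of neutral control wells and 100% = median of positive control wells; inhibitors cause a drop in the FAM fluorescence signal; in these data hits start at about 50%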
Starred values were filed as active, the others as inactive; u = inconclusive; x = no result given. Rows are unselected; any-hit rate near 3%.

Each structure is followed by: E-sel inducer	EWS-Fli block	S100A4 MyoIIA	esBAF inh	RAD52 anneal inh	Xi reactivation	FN deposit inh	RAD54 inh
CCOC(=O)N1CCN(C(=O)C(C)(C)Oc2ccc(Cl)cc2)CC1
 : 1.0	-3	0	-2	0	0.4	-16	-4
COc1ccc(NC(=O)C2CCN(S(=O)(=O)c3ccc(OC)c(OC)c3)CC2)cc1
 : x	-1	1	-9	9	x	x	6
Cc1ccc2c(c1)N(C(=O)NC1CCCCC1)C(C)(C)CC2C (stereo not given)
 : x	x	-14	22	-5	x	x	2
O=C(NCCCC1CCCC1)C1CCC(=O)N(Cc2ccc(Cl)cc2)C1 (stereo not given)
 : 0.0	8	-10	-4	-2	-0.1	1	5
Cc1noc(C)c1NC(=O)Nc1ccc2c(c1)C(=O)N([C@H](C)CO)C[C@H](C)[C@H](CN(C)Cc1ccccc1)OCCCC[C@@H](C)O2
 : -0.1	-6	-5	3	3	0.2	-1	-3
COCCNC(=S)N/N=C(\C)c1ccc(OC(F)F)cc1
 : -0.2	10	2	-11	-15	0.0	5	x
NC1=NC(=Nc2ccc(Br)cc2)c2ccccc21
 : 3.6	-13	2	x	2	0.1	1	-5
CC(C)(C)C(=O)COC(=O)c1ccc(N)c([N+](=O)[O-])c1
 : -0.3	3	-4	-1	-20	0.0	-1	x
CC(C)Oc1nc(-c2ccccc2Cl)nc2ccccc12
 : 1.1	7	4	x	2	0.0	7	x
O=C(NCC1CC1)[C@@H]1[C@@H](CO)[C@@H]2Cn3c(ccc(-c4cccc(F)c4)c3=O)[C@@H]2N1CC1CC1
 : -0.4	1	-4	-2	-8	0.0	x	-5
NC(=O)c1cc2c3ccccc3ccn2c1-c1ccccc1
 : 0.0	46	5	49*	-35	0.0	10	-5
O=C(C[C@@H]1C[C@H]2c3cc(NC(=O)NC4CCCC4)ccc3O[C@H]2[C@@H](CO)O1)NCc1ccccc1F
 : -0.2	6	5	5	-9	0.3	-6	-9
Cc1cc(C)nc(NCCC(=O)O)n1
 : x	8	-2	2	-13	0.1	9	-2
Cc1ccc(NC(=O)COC(=O)c2cccc(S(=O)(=O)N3CCCCCC3)c2)cc1
 : 0.1	14	0	-6	-8	0.4	-5	2
Cc1ccc(-c2cc(C(=O)N/N=C/c3ccoc3)c3ccccc3n2)cc1
 : 5.4	x	7	8	-18	0.1	x	4
COc1ccc2nc(Cl)c(C#N)cc2c1
 : x	-2	1	3	-20	0.0	5	-4
Cc1cc([N+](=O)[O-])ccc1NC(=O)C(C)N1CCN(c2ccccn2)CC1 (stereo not given)
 : -0.8	-12	9	-4	-10	0.0	4	-2
Cc1noc(C)c1S(=O)(=O)Nc1cccc2c1O[C@@H](CN(C)S(=O)(=O)c1ccc(Cl)cc1)[C@@H](C)CN([C@H](C)CO)C2=O
 : 0.2	0	-29	12	-28	-0.2	1	0
Cc1noc(C)c1S(=O)(=O)Nc1ccc2c(c1)C(=O)N([C@@H](C)CO)C[C@H](C)[C@H](CN(C)C(=O)Nc1ccc(F)cc1)O2
 : 0.1	-12	x	6	x	-1.4	7	x
CCc1nc2ccccc2c(C(=O)OCC(=O)N2CC(C)OC(C)C2)c1C (stereo not given)
 : -1.0	-10	-5	10	-14	-0.1	10	1

Going on with the list:
Each structure is followed by: E-sel inducer	EWS-Fli block	S100A4 MyoIIA	esBAF inh	RAD52 anneal inh	Xi reactivation	FN deposit inh	RAD54 inh
Cc1csc2ncc(C(=O)NCc3ccco3)c(=O)n12
 : x	x	-2	-4	-10	x	x	2
COc1ccccc1CCNC(=O)CCn1c(=O)c2cccn2c2ccc(F)cc21
 : -0.1	x	-5	9	-17	0.0	1	-2
COc1ccc(N(C)S(=O)(=O)c2cccc(C(=O)OC(C)C(=O)NC3CCCCC3C)c2)cc1 (stereo not given)
 : -0.3	2	-2	-6	-2	-0.2	0	x
O=C(COc1ccccc1F)NCCc1ccc2c(c1)OCCO2
 : -0.4	-10	2	x	-14	0.2	-3	-6
Cc1cc(N)ccc1-c1cc2ccccc2oc1=O
 : 3.8	-43	-3	23	-31	0.1	-2	5
Cc1cc(NC(=O)CSCC(=O)N2CCN(c3ccccc3)CC2)no1
 : -0.1	3	-1	-1	-14	0.3	6	-1
COCC#Cc1ccc2c(c1)O[C@H](CN(C)S(=O)(=O)c1ccc(OC)cc1)[C@@H](C)CN([C@H](C)CO)S2(=O)=O
 : -0.2	8	1	4	-9	0.2	x	-8
Cc1cn(C(=O)C(C)N2C(=O)c3ccccc3C2=O)c(C)n1 (stereo not given)
 : x	1	0	-4	-2	x	x	6
O=C(CNC1CCCCC1)Nc1ccc(Cl)cc1
 : 0.6	-6	-6	-5	2	0.2	-3	9
CN(C)S(=O)(=O)c1ccc2oc(SCC(=O)NCC(F)(F)F)nc2c1
 : x	x	-1	-4	-13	x	7	6
CC(C)c1nc(Cl)c(C#N)c2c1COC(C)(C)C2
 : x	7	-3	x	-16	0.1	6	x
CCOC(=O)C1CCCN(C(=O)CSc2nnnn2C)C1 (stereo not given)
 : x	-4	4	-7	-33	0.0	6	-5
C[C@@H]1CCCCO[C@@H](CN(C)Cc2ccccc2)[C@@H](C)CN([C@H](C)CO)C(=O)c2cc(NC(=O)Cc3ccccc3)ccc2O1
 : x	3	0	1	-7	0.0	-8	-4
C/C=C/c1ccc([C@H]2[C@H]3CN(Cc4ccc(C)cc4)CC(=O)N3[C@H]2CO)cc1
 : 0.4	x	-7	x	-4	0.2	x	x
Cc1nc(NC(=O)c2cccnc2Cl)sc1C
 : x	-71	-2	x	1	0.2	3	x
CN1CCN(C(=S)c2ccc(-c3cc(Cl)ccc3Cl)o2)CC1
 : -0.1	-7	0	x	-7	-0.1	6	x
CCC(C)(C)C(=O)Nc1cc([N+](=O)[O-])ccc1F
 : -2.9	-6	2	x	-1	0.3	-6	x
CO/N=C/Cc1c([N+](=O)[O-])c(C)nn1C
 : x	-1	1	x	4	0.0	0	x
O=C(C[C@@H]1CC[C@H](NC(=O)Nc2ccc(C(F)(F)F)cc2)[C@@H](CO)O1)NCc1cc(F)cc(F)c1
 : 0.9	-9	2	4	1	0.1	x	-13
Cc1ccc(C)c(S(=O)(=O)N2CCCC2CNC(=O)C(=O)NC2CCCCCC2)c1 (stereo not given)
 : x	-2	2	5	-11	0.0	3	-7

More results follow:
Each structure is followed by: E-sel inducer	EWS-Fli block	S100A4 MyoIIA	esBAF inh	RAD52 anneal inh	Xi reactivation	FN deposit inh	RAD54 inh
CN(C)C(=O)C[C@@H]1CC[C@H]2[C@@H](COC[C@@H](O)CN2S(=O)(=O)c2ccccc2Cl)O1
 : 0.0	0	-7	0	3	0.1	-3	7
CCC(=O)N[C@H]1CC[C@H](CC(=O)NCC2CCCCC2)O[C@@H]1CO
 : -0.2	7	12	-1	-2	-0.6	x	3
C[C@@H]1CN([C@H](C)CO)S(=O)(=O)c2ccc(-c3ccccc3)cc2O[C@@H]1CN(C)Cc1ccccn1
 : -0.2	0	3	-3	16	-0.8	-5	3
CCNC(=O)/C(C#N)=C/c1c(N2CCN(c3ccc(OC)cc3)CC2)nc2c(C)cccn2c1=O
 : 1.1	14	-4	-7	0	1.6	5	0
C[C@H]1CN([C@@H](C)CO)S(=O)(=O)c2ccc(-c3cccc(F)c3)cc2O[C@H]1CN(C)CC1CC1
 : 0.2	11	-4	0	8	-0.6	6	8
C[C@H](CO)N1C[C@H](C)[C@@H](CN(C)Cc2cccnc2)Oc2cc(-c3cncnc3)ccc2S1(=O)=O
 : -0.3	-25	1	1	1	-0.7	x	2
N/C(=N\OC(=O)c1ccc(Cl)cc1)c1nonc1N
 : x	-10	-15	3	-20	x	x	4
Cc1scc(C(=O)NNC(=S)NC(C)c2ccccc2)c1C (stereo not given)
 : -2.4	7	-3	x	-1	0.0	7	x
NC(=O)c1ccc(NC(=O)CSc2nnc(C3CC3)n2C2CC2)cc1
 : -0.2	-5	4	x	-7	-0.1	-19	1
O=C(C[C@H]1C/C=C\CC[C@H](Cc2ccc(F)cc2)C(=O)OC[C@H]2CCCN2C1=O)N[C@@H](CO)Cc1ccccc1
 : -0.1	8	-5	-1	-8	0.0	18	7
C[C@@H]1CN([C@H](C)CO)C(=O)c2cc(NC(=O)Nc3ccc(C(F)(F)F)cc3)ccc2O[C@H]1CN(C)CC1CCCCC1
 : 9.8	8	-17	-3	-2	-0.6	-8	0
CCOc1ccc(OCCC(=O)OCC(=O)Nc2ccc(N3CCOCC3)cc2)cc1
 : x	-6	-6	-3	-13	0.0	9	8
C[C@H](CO)N1C[C@H](C)[C@@H](CN(C)Cc2ccc(C(=O)Nc3ccccc3N)cc2)Oc2ccc(N(C)C)cc2C1=O
 : 2.0	u	-4	-22	9	0.0	-10	10
CCc1ccc2c(c1)C(NC(C)=O)C(=O)N2CCN1CCOCC1 (stereo not given)
 : 0.0	11	-5	4	32	0.3	-9	-38
CN(C(=O)CN1C(=O)S/C(=C\c2ccc(F)cc2)C1=O)C1CCS(=O)(=O)C1 (stereo not given)
 : -0.2	x	1	4	1	0.0	-2	10
C/C=C(/C)C(=O)Nc1cccc(C2=NOC3(C2)C[C@@H](C(N)=O)N(C(=O)CCCCC)C3)c1 (stereo not given in full)
 : 0.1	-2	-2	-2	-77	1.3	-3	-8
Cc1cccc(OCC(=O)OC(C)C(=O)Nc2ccc(S(=O)(=O)N3CCCCC3)cc2)c1 (stereo not given)
 : x	7	-6	x	-19	0.2	-1	x

esBAF inh, what is marked active above.
compound	S100A4 MyoIIA	esBAF inh	RAD52 anneal inh
NC(=O)c1cc2c3ccccc3ccn2c1-c1ccccc1	5	49*	-35

An excerpt of these results, as comma-separated lines:
mol,E-sel inducer,EWS-Fli block,S100A4 MyoIIA,esBAF inh,RAD52 anneal inh,Xi reactivation,FN deposit inh,RAD54 inh
NC(=O)c1cc2c3ccccc3ccn2c1-c1ccccc1,0.0,46,5,49*,-35,0.0,10,-5
CCC(C)(C)C(=O)Nc1cc([N+](=O)[O-])ccc1F,-2.9,-6,2,x,-1,0.3,-6,x
C[C@@H]1CN([C@H](C)CO)S(=O)(=O)c2ccc(-c3ccccc3)cc2O[C@@H]1CN(C)Cc1ccccn1,-0.2,0,3,-3,16,-0.8,-5,3
CCc1ccc2c(c1)C(NC(C)=O)C(=O)N2CCN1CCOCC1 (stereo not given),0.0,11,-5,4,32,0.3,-9,-38

Assay outcomes: PubChem BioAssay, Broad Institute
